Screens as filed in PubChem.
yeast mec2-1 – NCI yeast anticancer drug screen, S. cerevisiae mec2-1 strain; % growth inhibition at 50 µM; 9% of 79,000 active;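 note: 0% = growth of vehicle-only cultures of the same strain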
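mec2-1 yeast strain, carrying an alteration in DNA damage repair or cell cycle control, was exposed to compounds; growth inhibition was measured relative to vehicle-treated controls.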
mlh1 rad18 – NCI yeast anticancer drug screen, S. cerevisiae mlh1 rad18 strain | 11% of 79,000 active | AID 175 | % growth inhibition at 50 µM;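 note: 0% = growth of vehicle-only cultures of the same strain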
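In this whole-cell yeast screen, a strain with altered DNA damage repair is challenged with compound, and its growth is measured against matched vehicle-treated controls.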
rad50 – NCI yeast anticancer drug screen, S. cerevisiae rad50 strain. AID 155. 10% of 79,000 active. growth inhibition, % at 50 µM;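 note: 0% = growth of vehicle-only cultures of the same strain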
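Yeast carrying a defined DNA repair defect were exposed to test compounds, and growth was compared with vehicle-treated controls to give percent inhibition.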
bub3 – NCI yeast anticancer drug screen, S. cerevisiae bub3 mutant strain | 9.9% of 78,000 active | AID 167 | growth inhibition, % at 50 µM;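 note: 0% = growth of vehicle-only cultures of the same strain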
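Readout: yeast growth inhibition, expressed relative to vehicle-only wells. The test organism is a mutant strain from a panel with lesions in DNA repair or checkpoint genes.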
yeast sgs1 mgt1 – NCI yeast anticancer drug screen, S. cerevisiae sgs1 mgt1 strain. AID 161. 10% of 78,000 active. growth inhibition, % at 50 µM;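 note: 0% = growth of vehicle-only cultures of the same strain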
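Test agents were incubated with a DNA-repair-mutant yeast strain. Growth was then read and compared against vehicle-treated controls.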
cln2 rad14 – NCI yeast anticancer drug screen, S. cerevisiae cln2 rad14 strain; growth inhibition, % at 50 µM; 8.3% of 78,000 active; AID 165;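 note: 0% = growth of vehicle-only cultures of the same strain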
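Growth of compound-exposed yeast (cln2 rad14 genotype) measured and expressed as inhibition relative to vehicle.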
Active calls of the source: *; & = joins results of further samples. Cut-off read from the data, not from the text of the source: active = growth inhibition above about 70%; inactive = the rest.

The first 3 entries, to show the layout:
How did Cc1cccc(NC(=O)OCCOC(=O)Nc2cccc(C)c2C)c1C do in these assays?
yeast mec2-1: -11; mlh1 rad18: -16; rad50: -9; bub3: -10; yeast sgs1 mgt1: -10; cln2 rad14: -70

How did COc1cccc(Oc2c(O)c3ccc(OC)cc3oc2=O)c1 do in these assays?
yeast mec2-1: 11; mlh1 rad18: 9; rad50: 1; bub3: 0; yeast sgs1 mgt1: -2; cln2 rad14: 27

How did C=C(CCC(Cl)[C@@H]1COC(/C=C/C)O1)[Si](C)(C)C (stereo not given in full) do in these assays?
yeast mec2-1: -35; mlh1 rad18: 23; rad50: 11; bub3: 5; yeast sgs1 mgt1: 22; cln2 rad14: 8

The list itself, repeating the preview:
How did Cc1cccc(NC(=O)OCCOC(=O)Nc2cccc(C)c2C)c1C do in these assays?
yeast mec2-1: -11; mlh1 rad18: -16; rad50: -9; bub3: -10; yeast sgs1 mgt1: -10; cln2 rad14: -70

How did COc1cccc(Oc2c(O)c3ccc(OC)cc3oc2=O)c1 do in these assays?
yeast mec2-1: 11; mlh1 rad18: 9; rad50: 1; bub3: 0; yeast sgs1 mgt1: -2; cln2 rad14: 27

How did C=C(CCC(Cl)[C@@H]1COC(/C=C/C)O1)[Si](C)(C)C (stereo not given in full) do in these assays?
yeast mec2-1: -35; mlh1 rad18: 23; rad50: 11; bub3: 5; yeast sgs1 mgt1: 22; cln2 rad14: 8

How did O=c1c2cc([N+](=O)[O-])ccc2n2n1CCCCC2 do in these assays?
yeast mec2-1: -4; mlh1 rad18: -33; rad50: -26; bub3: -16; yeast sgs1 mgt1: -49; cln2 rad14: 16

How did N#CCCN(c1ccc(C=Nc2ccccc2Cl)cc1)S(=O)(=O)c1ccccc1 do in these assays?
yeast mec2-1: -10; mlh1 rad18: 16; rad50: -18; bub3: -6; yeast sgs1 mgt1: -14; cln2 rad14: 4

Results for Cc1cc(C)c(O)c(Cc2cc(Cl)cc(Cc3cc(C)cc(C)c3O)c2O)c1 ?
yeast mec2-1: 92*; mlh1 rad18: 91*; rad50: 94*; bub3: 94*; yeast sgs1 mgt1: 95*; cln2 rad14: 95*

What do the screens show for `O=C(O)C(CCOc1ccccc1)CCOc1ccccc1`?
yeast mec2-1: -15; mlh1 rad18: -26; rad50: 1; bub3: -9; yeast sgs1 mgt1: 4; cln2 rad14: -10

What do the screens show for `O=C(O)c1cc(=O)c2c([nH]c3ccccc32)s1`?
yeast mec2-1: -19; mlh1 rad18: 13; rad50: -5; bub3: -14; yeast sgs1 mgt1: -15; cln2 rad14: 5

What do the screens show for `CCc1cc2ccccc2oc1=O`?
yeast mec2-1: 4; mlh1 rad18: -6; rad50: -1; bub3: 2; yeast sgs1 mgt1: 0; cln2 rad14: -18

How did O=C(O)c1cccc(S(=O)(=O)NCCO)c1 do in these assays?
yeast mec2-1: -8; mlh1 rad18: 8; rad50: -11; bub3: -36; yeast sgs1 mgt1: -21; cln2 rad14: -2

What do the screens show for `O=S=C(c1ccccc1)N1CCc2ccccc21`?
yeast mec2-1: 4; mlh1 rad18: 23; rad50: 22; bub3: 18; yeast sgs1 mgt1: 12; cln2 rad14: 7

How did COc1ccc(C(c2ccccc2)c2ccc(OC)cc2)cc1 do in these assays?
yeast mec2-1: -13; mlh1 rad18: 4; rad50: -8; bub3: 38; yeast sgs1 mgt1: -13; cln2 rad14: -124

The last 2 compounds of the part before come first, to join the parts.
What do the screens show for `O=S=C(c1ccccc1)N1CCc2ccccc21`?
yeast mec2-1: 4; mlh1 rad18: 23; rad50: 22; bub3: 18; yeast sgs1 mgt1: 12; cln2 rad14: 7

How did COc1ccc(C(c2ccccc2)c2ccc(OC)cc2)cc1 do in these assays?
yeast mec2-1: -13; mlh1 rad18: 4; rad50: -8; bub3: 38; yeast sgs1 mgt1: -13; cln2 rad14: -124

Results for COc1cc(/C=C/c2ccc([N+](=O)[O-])cc2[N+](=O)[O-])ccc1O ?
yeast mec2-1: 8; mlh1 rad18: 26; rad50: 24; bub3: 9; yeast sgs1 mgt1: 29; cln2 rad14: 19

How did Cc1ccc(C)c(NC(=O)C(=O)CC(=O)c2cccc3ccccc23)c1 do in these assays?
yeast mec2-1: -33; mlh1 rad18: -21; rad50: -16; bub3: -21; yeast sgs1 mgt1: 2; cln2 rad14: 17

What do the screens show for `Cc1ccc(S(=O)(=O)NNS(=O)(=O)c2ccc(C)cc2)cc1`?
yeast mec2-1: 10; mlh1 rad18: 17; rad50: 5; bub3: 13; yeast sgs1 mgt1: 27; cln2 rad14: -6

How did C/C(N)=N\O do in these assays?
yeast mec2-1: 4; mlh1 rad18: 2; rad50: 20; bub3: 0; yeast sgs1 mgt1: 2; cln2 rad14: 10

Results for CN(C)c1ccc(C=C(C(=O)O)C(=O)O)cc1 ?
yeast mec2-1: 15; mlh1 rad18: 16; rad50: -5; bub3: 16; yeast sgs1 mgt1: -8; cln2 rad14: 19

What do the screens show for `C[N+](C)(Cc1ccco1)c1ccccc1`?
yeast mec2-1: -7; mlh1 rad18: 4; rad50: -15; bub3: 6; yeast sgs1 mgt1: -19; cln2 rad14: -24

How did COC(=O)C(=O)C(C)C(=O)C(C)c1nc(NC(=O)Nc2ccc(Cl)cc2)n[nH]1 (stereo not given) do in these assays?
yeast mec2-1: -4; mlh1 rad18: 7; rad50: 2; bub3: 13; yeast sgs1 mgt1: 3; cln2 rad14: -32

What do the screens show for `Cc1ccc2c(ccc3nc(N)nc(N)c32)c1`?
yeast mec2-1: 12; mlh1 rad18: -3; rad50: 0; bub3: -47; yeast sgs1 mgt1: -6; cln2 rad14: -43

Results for Cc1cc(Cl)cc(CN(Cc2ccccc2)Cc2cc(Cl)cc(C)c2O)c1O ?
yeast mec2-1: -4; mlh1 rad18: -7; rad50: 1; bub3: 2; yeast sgs1 mgt1: 18; cln2 rad14: 26

How did CCOC(=O)C(=C=C=C(c1ccccc1)c1ccccc1)C(=O)OCC do in these assays?
yeast mec2-1: 24; mlh1 rad18: 51; rad50: 34; bub3: 31; yeast sgs1 mgt1: 78*; cln2 rad14: 50

Results for NC1CONC1=O (stereo not given) ?
yeast mec2-1: -6; mlh1 rad18: -21; rad50: -19; bub3: -19; yeast sgs1 mgt1: -27; cln2 rad14: 22

Results for C(#Cc1ccccc1)CC#Cc1ccccc1 ?
yeast mec2-1: 10; mlh1 rad18: 3; rad50: 5; bub3: -11; yeast sgs1 mgt1: -12; cln2 rad14: 0

Of the compounds above, 4 have a COOH group.
What do the screens show for `O=C(O)C(CCOc1ccccc1)CCOc1ccccc1`?
yeast mec2-1: -15; mlh1 rad18: -26; rad50: 1; bub3: -9; yeast sgs1 mgt1: 4; cln2 rad14: -10

What do the screens show for `O=C(O)c1cc(=O)c2c([nH]c3ccccc32)s1`?
yeast mec2-1: -19; mlh1 rad18: 13; rad50: -5; bub3: -14; yeast sgs1 mgt1: -15; cln2 rad14: 5

How did O=C(O)c1cccc(S(=O)(=O)NCCO)c1 do in these assays?
yeast mec2-1: -8; mlh1 rad18: 8; rad50: -11; bub3: -36; yeast sgs1 mgt1: -21; cln2 rad14: -2

Results for CN(C)c1ccc(C=C(C(=O)O)C(=O)O)cc1 ?
yeast mec2-1: 15; mlh1 rad18: 16; rad50: -5; bub3: 16; yeast sgs1 mgt1: -8; cln2 rad14: 19

Later entries
Results for O/N=C1\CCCC2CCCC12 (stereo not given) ?
yeast mec2-1: 2; mlh1 rad18: -14; rad50: 7; bub3: 8; yeast sgs1 mgt1: 6; cln2 rad14: 7

Results for CS(=O)(=O)NS(C)(=O)=O ?
yeast mec2-1: -9; mlh1 rad18: 2; rad50: 2; bub3: 5; yeast sgs1 mgt1: 0; cln2 rad14: -29

How did O=C1OCC=C1Sc1ccccc1 do in these assays?
yeast mec2-1: -8; mlh1 rad18: -9; rad50: -2; bub3: -2; yeast sgs1 mgt1: -13; cln2 rad14: -8

How did CCOC(=O)C(=CNNCCC#N)C(=O)OCC do in these assays?
yeast mec2-1: -18; mlh1 rad18: 15; rad50: 1; bub3: 18; yeast sgs1 mgt1: 26; cln2 rad14: 27

How did C=C1CCN(c2ccc([N+](=O)[O-])cc2)C1=O do in these assays?
yeast mec2-1: -11; mlh1 rad18: 10; rad50: 0; bub3: 10; yeast sgs1 mgt1: 4; cln2 rad14: -38

What do the screens show for `COc1cc2c[n+]3c4c(cccc4c2cc1OC)CCC3`?
yeast mec2-1: 6; mlh1 rad18: -34; rad50: 18; bub3: -10; yeast sgs1 mgt1: -9; cln2 rad14: -14

Results for NC(=O)CC1OC(=O)Cc2cc3c(c(O)c21)C(=O)c1c(O)cccc1C3=O (stereo not given) ?
yeast mec2-1: 4; mlh1 rad18: -29; rad50: 1; bub3: 16; yeast sgs1 mgt1: 22; cln2 rad14: 28

Results for CCCC(OC(=O)CC)c1ccc(Cl)cc1 (stereo not given) ?
yeast mec2-1: 3; mlh1 rad18: 4; rad50: 16; bub3: 1; yeast sgs1 mgt1: -1; cln2 rad14: -59

How did CCOC(=O)c1sc(SC)nc1NC(=O)c1ccc(Cl)cc1 do in these assays?
yeast mec2-1: 20; mlh1 rad18: -25; rad50: -27; bub3: -3; yeast sgs1 mgt1: -50; cln2 rad14: 1

What do the screens show for `CC(C)(C)C(=O)OCn1cnc(=N)c2[nH]cnc21`?
yeast mec2-1: 3; mlh1 rad18: -1; rad50: -7; bub3: -1; yeast sgs1 mgt1: 2; cln2 rad14: -36

How did CCOC(=O)C(CCC(=O)OC)C(=O)OCC do in these assays?
yeast mec2-1: -2; mlh1 rad18: 2; rad50: -2; bub3: -5; yeast sgs1 mgt1: -33; cln2 rad14: -28

Results for CC(=O)C(N=Nc1ccccc1)C(C)=O ?
yeast mec2-1: -1; mlh1 rad18: 7; rad50: 27; bub3: -9; yeast sgs1 mgt1: 2; cln2 rad14: 1

How did COc1cc(C(=O)NC(CCN)(c2ccccc2)c2ccccc2)cc(OC)c1OC do in these assays?
yeast mec2-1: 30; mlh1 rad18: 30; rad50: -3; bub3: 43; yeast sgs1 mgt1: 14; cln2 rad14: 10

What do the screens show for `O=S(=O)(Nc1cc(Cl)c(NS(=O)(=O)c2ccccc2)c2ccccc12)c1ccccc1`?
yeast mec2-1: -8; mlh1 rad18: 8; rad50: 26; bub3: -2; yeast sgs1 mgt1: 6; cln2 rad14: -20

What do the screens show for `O=c1c(O)cccc2cc(O)c(O)c(O)c12`?
yeast mec2-1: 91*; mlh1 rad18: 91*; rad50: 90*; bub3: 90*; yeast sgs1 mgt1: 91*; cln2 rad14: 88*

Results for CCCC(=O)OCc1ccc(Cl)cc1 ?
yeast mec2-1: 13; mlh1 rad18: 3; rad50: 25; bub3: 7; yeast sgs1 mgt1: 7; cln2 rad14: 5

Results for Cc1nn2cnnc2s1 ?
yeast mec2-1: 4; mlh1 rad18: -8; rad50: 0; bub3: 3; yeast sgs1 mgt1: -18; cln2 rad14: -52

What do the screens show for `O=C(O)C(c1ccccc1)C(O)c1ccccc1` (stereo not given)?
yeast mec2-1: -21; mlh1 rad18: -7; rad50: 5; bub3: -30; yeast sgs1 mgt1: -23; cln2 rad14: -26

How did CC1(C)[C@H]2Cc3cc(-c4cc5c(cn4)[C@@H]4C[C@H]([C@@H]5[C@@H]5c6cc(-c7cc8c(cn7)[C@@H]7C[C@H](C8)C7(C)C)ncc6[C@@H]6C[C@H]5C6(C)C)C4(C)C)ncc3[C@@H]1C2 do in these assays?
yeast mec2-1: 3; mlh1 rad18: 28; rad50: 24; bub3: 0; yeast sgs1 mgt1: 26; cln2 rad14: 20

What do the screens show for `O=C1N(c2ccccc2)C(=O)N1c1ccccc1`?
yeast mec2-1: -2&26; mlh1 rad18: 2&29; rad50: 0&1; bub3: -12&22; yeast sgs1 mgt1: -12&43; cln2 rad14: -21&0
